# SRC1 inh: human NCOA1 inhibition; actives 0.12% (n = 360,000); inhibition, % at 3.6 µM; HEK293 GAL4-SRC1 luciferase reporter, luminescence; Q15788;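 active = inhibition above the campaign mean plus 3 SD, with each screening campaign given its own cutoff, cut at about 60% in these data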;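 note: 0% = DMSO treated cells and 100% = gossypol at 36 µM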
# TLR9-MyD88 block: TLR9-MyD88 interaction inhibition. Q9NR96+Q99836. CHO BLA complementation TLR9-MyD88, CCF4 FRET ratio. inhibition, % at 4.98 µM. actives 0.21% (n = 340,000);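 active = inhibition above the mean over all tested compounds plus 3 SD, cut at about 21% in these data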;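 note: 0% = DMSO only wells and 100% = clavulanate BLA inhibitor control wells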
# Target sequence (Q99836 whole entry, looked up): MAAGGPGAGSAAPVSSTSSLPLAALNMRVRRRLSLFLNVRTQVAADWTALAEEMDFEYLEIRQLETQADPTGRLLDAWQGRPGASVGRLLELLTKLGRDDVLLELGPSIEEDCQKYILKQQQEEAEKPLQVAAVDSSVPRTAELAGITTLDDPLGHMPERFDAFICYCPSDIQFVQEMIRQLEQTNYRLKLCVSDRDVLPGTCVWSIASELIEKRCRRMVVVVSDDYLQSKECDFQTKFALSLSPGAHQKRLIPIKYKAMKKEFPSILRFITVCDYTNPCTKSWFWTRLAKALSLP
# Target sequence (Q9NR96 whole entry, looked up): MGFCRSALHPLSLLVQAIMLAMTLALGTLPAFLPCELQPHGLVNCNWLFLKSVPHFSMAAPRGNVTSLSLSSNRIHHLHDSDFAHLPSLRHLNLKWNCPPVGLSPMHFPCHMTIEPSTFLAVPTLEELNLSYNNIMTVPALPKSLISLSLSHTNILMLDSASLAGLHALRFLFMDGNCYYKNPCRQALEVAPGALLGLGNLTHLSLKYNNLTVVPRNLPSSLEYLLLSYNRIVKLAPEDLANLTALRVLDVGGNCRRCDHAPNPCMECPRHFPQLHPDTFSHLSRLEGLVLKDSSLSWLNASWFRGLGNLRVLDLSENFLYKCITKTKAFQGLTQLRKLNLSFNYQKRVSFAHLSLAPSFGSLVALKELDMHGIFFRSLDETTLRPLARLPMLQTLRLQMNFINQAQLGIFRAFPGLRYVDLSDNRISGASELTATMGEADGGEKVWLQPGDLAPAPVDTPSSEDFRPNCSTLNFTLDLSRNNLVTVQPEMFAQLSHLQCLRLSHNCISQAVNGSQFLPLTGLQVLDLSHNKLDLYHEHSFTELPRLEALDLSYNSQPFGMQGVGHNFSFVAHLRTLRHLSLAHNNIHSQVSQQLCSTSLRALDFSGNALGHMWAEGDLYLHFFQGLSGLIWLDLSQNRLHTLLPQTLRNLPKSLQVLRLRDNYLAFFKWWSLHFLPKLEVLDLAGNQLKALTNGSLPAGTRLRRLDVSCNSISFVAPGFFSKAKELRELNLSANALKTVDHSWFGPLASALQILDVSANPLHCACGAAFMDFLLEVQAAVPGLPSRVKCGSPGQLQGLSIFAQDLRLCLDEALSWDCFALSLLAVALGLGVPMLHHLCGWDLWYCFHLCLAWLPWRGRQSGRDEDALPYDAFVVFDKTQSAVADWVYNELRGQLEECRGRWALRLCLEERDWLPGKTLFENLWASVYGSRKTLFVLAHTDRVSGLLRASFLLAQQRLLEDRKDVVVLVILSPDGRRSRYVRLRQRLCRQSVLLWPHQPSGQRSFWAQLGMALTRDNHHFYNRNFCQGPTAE
# SRC3 inh: inhibits human SRC3 coactivator; Q9Y6Q9; HEK293 GAL4-SRC3 luciferase reporter, luminescence; inhibition, % at 3.6 µM; actives 0.17% (n = 360,000); AID 588352;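 active = inhibition above a per-campaign cutoff, the mean of all compounds plus 3 SD, cut at about 60% in these data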;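 note: 0% = DMSO-treated cells and 100% = gossypol-treated cells at 36 µM; higher means less SRC3-driven luciferase light from the GAL4 reporter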
# TWEAK Fn14 block: TWEAK-Fn14 signaling inhibition | inhibition, % at 10 µM | actives 2% (n = 360,000) | TWEAK-stimulated Fn14 reporter cells, luciferase luminescence, 8 h; in the data active = inhibition above about 50%
# SRC2 inh: inhibits human steroid receptor coactivator 2; Q15596; HEK293 GAL4-SRC2 luciferase reporter, luminescence; inhibition, % at 9 µM; actives 0.17% (n = 370,000); AID 651957;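 active = inhibition above the mean inhibition of all tested compounds plus 3 SD, set per campaign, cut at about 52% in these data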;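 note: 0% = DMSO treated cells and 100% = cells given Gossypol at 36 µM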
# TROY signal inh: inhibitors of TROY-dependent NF-kB signaling; Q293 LMP1-TROYcd NF-kB luciferase reporter, 4 h; inhibition, % at 10 µM; actives 0.98% (n = 360,000); AID 1347056;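 active = compounds whose plate-normalised and pattern-corrected inhibition of the luciferase reporter signal at the single screening dose is 50% or more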
# LMP1 NFkB inh: reduces LMP1-driven NF-kappaB luciferase signal; LMP1-induced NF-kappaB luciferase reporter cells, luminescence; inhibition, % at 12.5 µM; actives 0.69% (n = 350,000); AID 504558; in the data active = inhibition above about 41%;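 note: 0% = neutral control wells and 100% = reference inhibitor control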
# COUP-TFII inh: NR2F2 (human) inhibition, primary screen; inhibition, % at 8.6 µM; actives 0.7% (n = 370,000); HEK293T NGFI-A luciferase reporter, luminescence;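 active = inhibition above a per-plate cutoff, mean inhibition of test wells between control levels plus 3 SD, cut at about 38% in these data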;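 note: cells cotransfected with COUP-TFII expression vector driving the NGFI-A reporter; 0% = median of COUP-TF2 test wells and 100% = reporter-only cells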
# NR5A2 inv ag: inverse agonists of human LRH-1 (NR5A2). O00482. HEK293T StAR-luciferase reporter, LRH-1 transfected, 24 h. inhibition, % at 3.6 µM. actives 0.13% (n = 360,000). AID 602396;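 active = inhibition above the mean inhibition of all tested compounds plus 3 SD, cut at about 73% in these data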;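 note: 0% = DMSO wells and 100% = reporter-only cells lacking LRH-1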
# NOD2-RIPK2 inh: blocks binding of human NOD2 to RIPK2 | inhibition, % at 4.98 µM | AID 624267 | CHO BLA complementation NOD2-RIPK2, CCF4 ratio | O43353 | actives 0.38% (n = 360,000); in the data active = inhibition above about 21%;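 note: 0% = vehicle only and 100% = reference blocker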
# TRAIL sens C8: caspase-8 TRAIL sensitization | NB7+C8 cells + TRAIL, ATPlite viability luminescence | inhibition (viability loss, TRAIL sensitization), % at 10 µM | actives 1% (n = 360,000);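 active = compounds causing at least 50% loss of cell viability in the single-dose screen, relative to plate controls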
# Active calls of the source: *; . = no result given.
SMILES,SRC1 inh,TLR9-MyD88 block,SRC3 inh,TWEAK Fn14 block,SRC2 inh,TROY signal inh,LMP1 NFkB inh,COUP-TFII inh,NR5A2 inv ag,NOD2-RIPK2 inh,TRAIL sens C8
CC(Oc1ccc(C(=O)c2ccc(F)cc2)cc1)C(=O)N1CCOCC1 (centres undefined),-7,-1,19,5,-11,0,7,0,4,5,15
Oc1ccc(Cl)cc1N=Cc1sc2ccccc2c1Cl,-26,-12,0,26,-1,21,-17,3,-9,4,24
CCOC(=O)C(=NCCOC)NNc1cc(Cl)ccc1Cl,-8,4,9,-19,25,-2,2,-1,15,-4,-3
COC(=O)c1ccc(CN2CCC(CO)(Cc3cccc(OC)c3)CC2)cc1,5,-7,12,-1,2,11,2,-15,-1,-3,-2
CCOC(=O)c1cccc(NC(=O)C2CCN(S(=O)(=O)c3cnc[nH]3)CC2)c1,-6,-1,10,4,5,-2,-3,-17,-13,10,-7
Cc1ccc(S(=O)(=O)CC(O)COc2ccc(F)cc2Cl)c(C)c1 (centres undefined),3,-1,10,17,17,3,-2,21,4,-1,-3
Cc1cc(C)nc(SCCN2CCOCC2)n1,-64,5,-19,1,-50,-2,-3,0,-8,-5,-10
COc1ccc([N+](=O)[O-])cc1Nc1c2ccccc2nc2ccccc12,-1,-9,0,-14,2,3,14,14,17,1,32
CCOc1cc(CNCc2cc(OC)cc(OC)c2)ccc1OC,5,-13,-5,-7,20,23,12,25,15,0,8
O=C(N/N=C/c1cccc(F)c1)c1cc(-c2ccco2)nc2ccccc12,-59,1,-46,12,-23,-17,-23,-1,-3,1,24
O=C1c2cc(O)c(O)cc2S(=O)(=O)C1c1ccccc1 (centres undefined),-2,-2,-15,-13,-25,-2,1,-6,5,-3,4
CCC(C)NC(=O)CNC(=S)N(CCCN1CCOCC1)Cc1cccs1 (centres undefined),5,-10,5,14,-2,0,-1,11,17,2,0
CCS(=O)(=O)c1ccc2oc(SCC(=O)NCCc3ccc(OC)cc3)nc2c1,-10,-9,-2,5,-12,-3,17,-4,2,-4,-3
O=C(Cn1nc(Cc2cccnc2)c2ccccc2c1=O)Nc1ccccc1F,-10,-4,-3,3,8,1,-11,5,-22,-5,-2
N/C(CN1CCCCC1)=N\S(=O)(=O)c1cc(Cl)cc(Cl)c1,24,0,18,2,-42,-3,-11,-10,-2,8,-3
N#CCc1c[nH]c2ccc([N+](=O)[O-])cc12,23,0,34,25,11,8,7,9,19,-3,0
O=C(/C=C/c1ccc(F)cc1)NCCc1ccc2c(c1)OCCO2,-5,0,7,4,9,15,5,-12,-5,0,-11
CC(OC(=O)C1=COCCO1)C(=O)Nc1ccc(Cl)cn1 (centres undefined),-7,-3,6,4,34,-15,1,9,-2,10,-1
Cc1ccc(S(=O)(=O)N(C)c2ccc(OCC(=O)N3CCCCC3)cc2)cc1,14,-17,3,-11,-25,3,-1,4,-7,2,-4
Cc1nc2ccccc2n1CC(O)Cn1c(C(F)(F)F)nc2ccccc21 (centres undefined),-8,-10,-35,-9,-11,6,-4,-13,-6,3,15
COc1ccc(/C=C/C(=O)Oc2ccc(C)cc2)cc1,-22,0,1,-26,-13,-35,-2,5,8,-14,-13
Cn1c(CC(=O)NNC(=O)c2cccnc2)nc2ccccc21,-3,1,7,10,4,-3,-4,0,16,0,-9
Cc1ccc(CNC(=O)COC(=O)c2cnc(C)cn2)cc1,-40,-2,5,2,18,-12,12,-6,9,1,-8
COc1cccc(C2CN(c3ccc(F)cc3F)N=C2c2cccs2)c1OC (centres undefined),5,-22,2,-10,14,-38,-3,15,1,-23,6
O=C(O)c1cccc(S(=O)(=O)Nc2ccccc2C(=O)NCCc2ccccc2)c1,-8,-1,-29,11,-26,-4,-5,-2,-30,0,8
CS/C(=N\S(=O)(=O)c1ccc(N)cc1)NS(=O)(=O)c1cccs1,7,0,14,20,.,18,1,.,-6,3,4
COCCNc1nc2cc(-c3ccccc3OC)sc2c(=O)n1C,1,.,-25,-9,-37,-23,.,-8,-4,3,-15
O=C(CSc1nc(-c2cccs2)cc(C(F)(F)F)n1)NCCCN1CCOCC1,-1,4,11,5,-26,9,-8,-16,5,0,8
CC(=O)Nc1ccc(S(=O)(=O)NN=c2sc3ccccc3n2C)cc1N,0,1,-13,-23,-35,-15,3,2,14,-18,-6
CN(C)CCCN(C(=O)c1sc2ccccc2c1Cl)c1nc2ccc(F)cc2s1,-66,7,-33,46,-50,36,-22,-9,-13,-10,8
Cn1c(Cn2c(=O)sc3ccccc32)nnc1SCC(=O)Nc1ccc2c(c1)OCO2,-15,-6,-5,-4,14,9,-3,7,-13,-14,3
COc1ccc(NC(=O)Nc2cccs2)cn1,-41,-7,-17,2,-23,-12,5,-31,-7,1,10
O=C(O)C(NS(=O)(=O)c1cccc2nsnc12)c1ccccc1 (centres undefined),-10,-6,8,-11,-16,-1,2,-28,-4,7,-8
O=C(O)CSc1nc(SCc2ccccc2Cl)nc2c1CCCC2,-9,-8,-8,5,-23,10,-28,-1,5,3,9
Cc1ccccc1OCC(=O)N(Cc1nnc(-c2ccc(Cl)cc2)o1)C(C)C,2,-6,-37,-21,9,-31,-3,15,-31,-1,5
CN(Cc1ccccc1)C(=O)c1ccc(NC(=O)C2CCN(C(=O)OC(C)(C)C)CC2)cc1,-10,-1,22,38,36,29,30,7,-5,1,14
O=C(CN1CCCC1)Nc1ccccc1Sc1ccc(Cl)cc1,-5,5,9,-14,-9,-6,-5,10,-1,-3,1
CCOC(=O)C1=C(C)OC(N)=C(C#N)C1c1cc2c(cc1Br)OCO2 (centres undefined),-7,1,-3,1,-13,-15,-20,2,6,-15,0
CCC1Oc2ccccc2N(CC(=O)NCc2cccs2)C1=O (centres undefined),-4,-9,-29,7,-20,-12,-8,-8,3,12,-8
COc1cc(NC2c3ccccc3C(=O)N2Cc2ccccc2Cl)cc(OC)c1OC (centres undefined),-6,-4,14,-5,1,28,7,-4,-7,-3,-10
CC(=O)Nc1sc2c(c1CN1CCN(c3ccccn3)CC1)CCCC2,1,-11,7,2,14,7,8,-3,19,-8,13
Cc1cc(C)n(C(=O)C(C(=O)c2ccccc2)C(C)C)n1 (centres undefined),3,-3,1,3,0,8,-1,1,13,0,27
O=C(COc1ccc2c(-c3ccccc3)cc(=O)oc2c1)NCC1CCC(C(=O)O)CC1 (centres undefined),-19,-14,7,-3,-14,-1,-7,-10,13,2,7
Cc1cc(NC(=O)c2cnn3cccnc23)no1,-80,-2,-45,-33,-32,-60,-10,-36,-48,0,-18
Cc1nn(Cc2c(F)c(F)c(F)c(F)c2F)c(C)c1NC(=O)c1ccc(COc2cc(Cl)ccc2Cl)cc1,-54,-8,-47,-42,-23,-28,-26,-12,-96,-2,8
CCOc1ccc(NC(=O)CC2S/C(=N/N=C3CCCCCC3)NC2=O)cc1 (centres undefined),-2,0,6,10,-14,3,1,-8,10,-3,-4
CCCC1=C/C(=C/c2ccc(-c3ccccc3OC)o2)C(=O)O1,-51,-2,8,21,-5,6,-5,14,20,-1,2
O=C(Cc1n[nH]c(=O)c2ccccc12)NCc1ccc(Cl)cc1,-1,-2,-9,-9,-8,-20,-4,14,-7,0,11
Cc1ccc(NC(=O)C2CCN(S(C)(=O)=O)CC2)c(C)c1,3,-6,18,8,-23,5,4,-11,-13,-5,0
CCN1CCN(CC(O)COCc2ccccc2)CC1 (centres undefined),10,3,-12,5,13,19,-2,3,-15,1,-7
COc1ccc(NC(=O)Cn2nnc(-c3ccccc3NS(=O)(=O)c3ccccc3)n2)cc1,6,-6,14,54*,.,33,-5,.,12,3,14
Cc1nc2c(C(=O)NCc3ccccc3Cl)c[nH]n2c(=O)c1Cl,6,-5,-16,2,20,8,-35,-9,-12,-12,1
CC1CC(C)(C)CC2(C1)NC(=O)N(CC(=O)N1CCN(S(=O)(=O)c3cccs3)CC1)C2=O (centres undefined),4,-2,9,14,1,2,1,18,-6,-1,9
O=C(CCCCl)N1CCc2[nH]c3ccccc3c2C1,-6,-7,-15,3,-1,5,1,-7,-22,-7,-21
COc1ccccc1-c1cnn2c(N3CCOCC3)cc(C)nc12,-69,-2,-59,-7,-34,-28,-7,-22,-64,6,31
O=C1CC2c3ccccc3C1C1C(=O)N(Cc3ccccc3)C(=O)C21 (centres undefined),-17,0,-15,-71,9,0,-3,-11,2,-7,1
COC(C[C@H](O)C[C@H](O)[C@H](C)OCc1ccccc1)OC,-8,-9,0,-23,-9,9,8,-7,-12,-5,-12
Cc1ccnc(SCCn2c(N3CC(C)CC(C)C3)nc3c2c(=O)n(C)c(=O)n3C)n1 (centres undefined),0,4,19,-9,-17,11,-5,2,4,-5,-5
O=C(Cc1c[nH]c2ccccc12)NCc1ccc2c(c1)OCO2,-22,2,1,14,-16,8,-7,5,-16,8,19
Cc1ccc(C(=O)N2CCC(n3nccc3NC(=O)c3ccccc3C)CC2)cn1,10,-5,12,-6,6,7,5,0,-16,-14,-10
# (listing goes on)
SMILES,SRC1 inh,TLR9-MyD88 block,SRC3 inh,TWEAK Fn14 block,SRC2 inh,TROY signal inh,LMP1 NFkB inh,COUP-TFII inh,NR5A2 inv ag,NOD2-RIPK2 inh,TRAIL sens C8
COc1cc(CNc2nc3ccccc3n2C)cc(OC)c1OC,1,-4,12,39,-1,-6,-4,5,18,6,-1
O=C(COc1ccc(C(=S)N2CCOCC2)cc1Cl)Nc1ccccc1Cl,-13,-2,19,-36,-11,-14,-9,-7,-15,4,0
CC(NC(=O)c1cc(S(=O)(=O)N(C)C)ccc1N1CCCC1)C1CC2CCC1C2 (centres undefined),3,-4,5,-11,10,4,17,5,-8,0,-5
c1ccc2c(c1)oc1c(NCC3CCCO3)ncnc12 (centres undefined),-45,-3,-32,-13,-51,-49,-9,-12,-3,8,-4
CC(OC(=O)c1cccc(S(=O)(=O)N2CCCCC2)c1)C(=O)NC1CCCCC1C (centres undefined),-27,2,3,-8,-8,-5,-5,16,-12,5,-12
C[C@H](CO)N1C[C@H](C)[C@@H](CN(C)S(C)(=O)=O)Oc2ccc(NC(=O)Cn3cnnn3)cc2C1=O,8,4,9,3,-7,-6,-5,-19,15,-1,-4
COc1ccc(/C=C(\C#N)C(=O)N=CN(C)C)cc1,2,0,16,-7,-13,4,-6,5,8,-8,-6
S=c1nc(NCc2cccc(Cl)c2)c2ccccc2[nH]1,8,2,-10,13,-2,13,1,2,10,-5,-4
O=C(N/N=C/c1cccnc1)c1ccc(NC(=O)c2ccc(F)cc2)cc1,-15,-2,-2,35,13,-10,-9,-16,4,0,5
Cc1ccc(NC2CCCN(C(=O)c3ccccc3N3CCOCC3)C2)cc1C (centres undefined),17,5,18,-19,-20,2,-6,-10,6,-4,-11

# Single records, as listed above. Screens in order: SRC1 inh | TLR9-MyD88 block | SRC3 inh | TWEAK Fn14 block | SRC2 inh | TROY signal inh | LMP1 NFkB inh | COUP-TFII inh | NR5A2 inv ag | NOD2-RIPK2 inh | TRAIL sens C8
# Shown for CC(OC(=O)c1cccc(S(=O)(=O)N2CCCCC2)c1)C(=O)NC1CCCCC1C (centres undefined) : -27 | 2 | 3 | -8 | -8 | -5 | -5 | 16 | -12 | 5 | -12
# Shown for C[C@H](CO)N1C[C@H](C)[C@@H](CN(C)S(C)(=O)=O)Oc2ccc(NC(=O)Cn3cnnn3)cc2C1=O : 8 | 4 | 9 | 3 | -7 | -6 | -5 | -19 | 15 | -1 | -4

# From PubChem BioAssay

# Not all compounds are listed; the hit share may differ from the screen's.
